Screens deposited in PubChem by National Center for Advancing Translational Sciences (NCATS).
HepG2 viability = kills HepG2 cells in TGF-b inhibitor counter-screen | HepG2 CAGA-GFP viability, ATP luminescence, 18 h | Potency, µM (highest dose often 46.1 µM), inactives show at the highest dose activity change, negative = cytotoxicity, actives largely listed as cytotoxic | 410,000 tested, 0.76% active | AID 588856; note: potency is the fitted concentration of half-maximal effect; some results filed as inactive show a strong effect at the top dose
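HepG2 CAGA-GFP cells (1000/well, DMEM with 1% FBS) received compound, then TGF-beta at 500 pg/mL final, and were incubated 18 hours at 37 degrees C. Viability was read by CellTiter-Glo luminescence. Media-only wells were set as complete cell-killing and DMSO as no toxicity.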
CCT chaperon mod = cytosolic chaperonin activity modulation; purified chaperonin ATPase assay, HTRF ADP detection, 30 min; activity change, % (no concentration beside the values), hits read low; 360,000 tested, 0.3% active; AID 651819; in the data active = activity change below about -30%; note: % is set by controls: 0 for no effect and ±100 for the full control effect
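TRiC (40 or 20 nM final, by batch activity) in 30 mM Tris pH 7.4, 100 mM KCl, 5 mM MgCl2, 1 mM DTT was treated with compound at 76 uM single dose, then 10 uM ATP, 30 min at 37 °C. ADP was read by HTRF Transcreener.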
MmCpn inh = inhibitors of Methanococcus maripaludis chaperonin (MmCpn); Potency, µM (series often up to 76.9 µM), inactives show at the top dose activity, negative = inhibition, actives largely listed as inhibitors; 330,000 tested, 0.031% active; AID 504842; purified Mm-Cpn ATPase, ADP Transcreener TR-FRET; note: potency is the fitted concentration of half-maximal effect; % is set by controls: 0 for no effect and ±100 for the full control effect; nearly all actives have a fitted effect of over 80% in size
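TR-FRET (320 nm excitation; 590 and 665 nm emission) reports ADP made from 10 uM ATP by 25 nM enzyme; compounds were preincubated 10 min, reaction run 30 min, both at 37°C.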
pAkt inh = blocks phosphorylation of Akt; Neuro2A IGF-stimulated pAkt S473 HTRF, 20 min; stronger effect = lower value; activity change, % for hits at 50 µM; 360,000 tested, 0.32% active; in the data active = activity change below about -80%; inconclusive = mostly about -51% to -80%; note: % is set by controls: 0 for no effect and ±100 for the full control effect
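Neuro2A cells (4,500/well, DMEM with 0.5% FBS) were treated with compound at a single 50 µM final concentration, stimulated with 6 nM IGF for 20 min at 37 °C, and lysed. Phospho-Akt Ser473 was read by HTRF as 665/615 ratio ×10^4.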
Nrf2 inh = blocks Nrf2 signaling; 360,000 tested, 2.1% active; Potency, µM (highest dose often 46 µM), for inactives: at the top dose activity change, negative = inhibition, usual class: inhibitors; A549 ARE-Fluc reporter, luciferase luminescence, 18-24 h; note: potency is the fitted concentration of half-maximal effect; % is set by controls: 0 for no effect and ±100 for the full control effect; nearly all actives have a fitted effect of over 60% in size
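Quantitative HTS in A549 cells stably bearing an antioxidant response element-firefly luciferase construct. Inhibition of Nrf2-driven transcription was scored by luminescence after 18-24 h of compound exposure at 37 °C.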
Nrf2 ARE act = activates Nrf2 signaling | Potency, µM (titrated, usually from 46.1 µM), for the others: at the highest dose activation, most hits filed as activators | AREc32 ARE-luciferase reporter (MCF7-derived line), luminescence, 24 h | 410,000 tested, 0.31% active; note: potency is the fitted concentration of half-maximal effect; % of control where 0% means no effect; nearly all actives have a fitted effect of over 65% in size
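Cells of the AREc32 ARE-luciferase line are plated in OPTI-MEM containing 5% FBS and left overnight at 37 deg C. Compounds are pinned in, incubation continues 24 hr, and firefly luciferase signal is then measured.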
A549 viability = kills or reduces viability of A549 cells in Nrf2 counter-screen; A549 ARE-Fluc cells, CellTiter-Fluor viability, 18-24 h; Potency, µM (top dose mostly 46 µM), for inactives: top-dose activity change, negative = cytotoxicity, hits mostly inhibitors; 390,000 tested, 0.16% active; note: potency is the fitted concentration of half-maximal effect; % is set by controls: 0 for no effect and ±100 for the full control effect
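A549 ARE_Fluc cells in 5% FBS OPTI-MEM were exposed to compounds in concentration-response for 18-24 h at 37 deg C. Viability was read by CellTiter-Fluor fluorescence (Ex 405/Em 525) after 30 min, before the luciferase read.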
TGFb inhibitor = TGF-b pathway inhibition | HepG2 CAGA-GFP TGF-b/SMAD3 reporter, GFP fluorescence, 18 h; TGF-beta stimulated, 500 pg/mL final | Potency, µM (highest dose often 46.1 µM), for the others: at the top dose activity, negative = inhibition, usual class: inhibitors | AID 588855 | 410,000 tested, 1.2% active; note: potency is the fitted concentration of half-maximal effect; % is set by controls: 0 for no effect and ±100 for the full control effect; nearly all actives have a fitted effect of over 65% in size
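GFP signal (ex488/em500-530) from TGF-beta-stimulated HEPG2 CAGA-GFP cells, 500 pg/mL final, 18 h at 37 degrees C in DMEM plus 1% FBS, normalized to unstimulated and DMSO-stimulated controls.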
Abeta rescue = restores growth of yeast expressing A-beta42 peptide; 410,000 tested, 0.063% active; yeast expressing A-beta42, growth rescue, OD600, 48 h; response scale: 0% DMSO, 100% iron-clioquinol control; Potency, µM (top dose mostly 46.1 µM), without a hit: at the highest dose growth rescue, usual class: activators; note: potency is the fitted concentration of half-maximal effect; nearly all actives have a fitted effect of over 55% in size
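Growth rescue measured by 600 nm absorbance after 48 h yeast culture at 30 C with compound. Values normalized between DMSO and an equimolar ferric chloride plus clioquinol control.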
Active calls of the source: *; i = inactive; ? = inconclusive; / = not tested or not shown; & = joins results of further samples; [ ] = dose if it differs, or a comment. Unless noted, calls come from the whole dose curve; as a rule, active = well fitted curve in the direction sought with a large enough effect; inconclusive = small, poorly fitted or top-dose-only effect, or another doubt; inactive = no such curve, though single readings can be large; an effect the other way counts as inactive or inconclusive.

Start of the listing, in advance, eleven compounds:
SMILES | HepG2 viability | CCT chaperon mod | MmCpn inh | pAkt inh | Nrf2 inh | Nrf2 ARE act | A549 viability | TGFb inhibitor | Abeta rescue
NC(=O)c1ccc(NC(=O)CNC(c2ccccc2)c2ccccc2)cc1 | 23% | -3.6 | 1% | i | ? | -0.3% | -26% | 2% | 9%
CCOC(=O)c1noc2ncn(CC(=O)Nc3cccc(Cl)c3)c(=O)c12 | -19% | / | / | / | / | -1.0% | 8% | 21% | -20%
CC(C)(C)c1nc(N2CCN(C(=O)c3ccco3)CC2)c2nnn(Cc3ccccc3)c2n1 | -85% | -0.3 | 2% | i | 8.2µM* | 0.4% | ? | ? | 23%
C/C(=N/NC(=O)c1cc(C(C)C)[nH]n1)c1cccs1 | -27% | 0.1 | 2% | i | ? | -0.7% | -3% | 17% | -7%
CSc1nc2ccccc2n1CC(=O)Nc1ccc(C)c(C)c1 | -22% | -2.5 | -1% | i | -2% | -0.4% | 4% | ? | -14%
C#CCOCCOCCOCCNc1nc(N2CCN(C(=O)[C@H]([C@@H](C)CC)n3cc([C@@H](N)Cc4ccc(O)cc4)nn3)CC2)nc(N2CCN(C(=O)[C@H]([C@@H](C)CC)n3cc([C@@H](N)Cc4ccc(O)cc4)nn3)CC2)n1 | 1% | -2.4 | / | i | 0% | -1.0% | -5% | 6% | -11%
Cc1nc2ccc(NS(=O)(=O)c3ccc(F)c(C)c3)cc2[nH]1 | -18% | 0.5 | 1% | i | 8.2µM* | -0.7% | -2% | -18% | 1%
Nc1c(Cl)cc(-c2csc(N3CCCC3c3nc4cc(Cl)c(Cl)cc4n3CCCO)n2)cc1Cl (stereo not drawn) | -4% | 1.4 | / | i | -6% | 5.7% | -7% | ? | 17%
O=c1c(Cl)c(N2CCN(c3ccccc3)CC2)cnn1C12CC3CC(CC(C3)C1)C2 | 4% | 1.6 | 0% | i | -29% | -0.1% | -3% | 0% | -31%[inhibitor]
COc1cccc(CNc2ccc(S(N)(=O)=O)cc2)c1OCc1ccccc1F | -13% | -1.2 | -5% | i | -16% | 0.2% | 1% | -26% | 8%
Cc1cccc(C(=O)NC2CCN(S(=O)(=O)c3ccccc3)CC2)c1 | -21% | -3.0 | 0% | i | 1% | -0.9% | 4% | -6% | 3%

Main list (from the top)
SMILES | HepG2 viability | CCT chaperon mod | MmCpn inh | pAkt inh | Nrf2 inh | Nrf2 ARE act | A549 viability | TGFb inhibitor | Abeta rescue
NC(=O)c1ccc(NC(=O)CNC(c2ccccc2)c2ccccc2)cc1 | 23% | -3.6 | 1% | i | ? | -0.3% | -26% | 2% | 9%
CCOC(=O)c1noc2ncn(CC(=O)Nc3cccc(Cl)c3)c(=O)c12 | -19% | / | / | / | / | -1.0% | 8% | 21% | -20%
CC(C)(C)c1nc(N2CCN(C(=O)c3ccco3)CC2)c2nnn(Cc3ccccc3)c2n1 | -85% | -0.3 | 2% | i | 8.2µM* | 0.4% | ? | ? | 23%
C/C(=N/NC(=O)c1cc(C(C)C)[nH]n1)c1cccs1 | -27% | 0.1 | 2% | i | ? | -0.7% | -3% | 17% | -7%
CSc1nc2ccccc2n1CC(=O)Nc1ccc(C)c(C)c1 | -22% | -2.5 | -1% | i | -2% | -0.4% | 4% | ? | -14%
C#CCOCCOCCOCCNc1nc(N2CCN(C(=O)[C@H]([C@@H](C)CC)n3cc([C@@H](N)Cc4ccc(O)cc4)nn3)CC2)nc(N2CCN(C(=O)[C@H]([C@@H](C)CC)n3cc([C@@H](N)Cc4ccc(O)cc4)nn3)CC2)n1 | 1% | -2.4 | / | i | 0% | -1.0% | -5% | 6% | -11%
Cc1nc2ccc(NS(=O)(=O)c3ccc(F)c(C)c3)cc2[nH]1 | -18% | 0.5 | 1% | i | 8.2µM* | -0.7% | -2% | -18% | 1%
Nc1c(Cl)cc(-c2csc(N3CCCC3c3nc4cc(Cl)c(Cl)cc4n3CCCO)n2)cc1Cl (stereo not drawn) | -4% | 1.4 | / | i | -6% | 5.7% | -7% | ? | 17%
O=c1c(Cl)c(N2CCN(c3ccccc3)CC2)cnn1C12CC3CC(CC(C3)C1)C2 | 4% | 1.6 | 0% | i | -29% | -0.1% | -3% | 0% | -31%[inhibitor]
COc1cccc(CNc2ccc(S(N)(=O)=O)cc2)c1OCc1ccccc1F | -13% | -1.2 | -5% | i | -16% | 0.2% | 1% | -26% | 8%
Cc1cccc(C(=O)NC2CCN(S(=O)(=O)c3ccccc3)CC2)c1 | -21% | -3.0 | 0% | i | 1% | -0.9% | 4% | -6% | 3%
O=C(CN1c2cccc3cccc(c23)S1(=O)=O)Nc1ccc(S(=O)(=O)N2CCOCC2)cc1 | -2% | -4.7 | -6% | i | -1% | -1.0% | 0% | ? | 1%
O=C(c1ccccc1)c1ccc(C(=O)N2CCN(c3ccccc3)CC2)cc1 | -1% | -1.0 | 1% | i | 2% | 2.5% | -3% | -21% | 4%
COc1cc(OC)c(-c2nc3c[n+](CC(=O)c4ccccc4)ccc3n2C)cc1OC | 4% | -1.9 | -1% | i | -14% | -0.8% | 11% | -4% | -3%
C=CC[C@@H](CC(=O)NCCO)C(=O)N[C@@H](C)COC(=O)[C@H](CC=C)CC(=O)OC(C)(C)C | -3% | -1.6 | 1% | i | 7% | -1.2% | 2% | -2% | 7%
O=C1C=C(/C=C/C2C=CC=CC2)C[C@@H](c2ccc(Cl)cc2)C1 (stereo partly drawn) | -29% | -1.6 | 0% | i | 13% | 8.8% | -2% | ? | 8%
COc1ccc(Cc2nnc(SCC(=O)N(c3ccccc3)C(C)C)n(N)c2=O)cc1 | -6% | 0.3 | 1% | i | -13% | 0.0% | -7% | 0% | 18%
CCOC(CNC(=O)c1ccc2c(c1)nc(C)n2-c1cccc(F)c1)OCC | 1% | 3.0 | -4% | i | -15% | -0.1% | 1% | ? | 6%
Cc1nc2oc3ccccc3c(=O)c2c(=O)n1Cc1ccccc1 | -19% | -1.4 | 0% | i | 13% | -0.1% | -6% | 3% | 9%
CCOC(=O)c1c(C)[nH]c(C)c1S(=O)(=O)N1CCC(C(=O)Nc2ccc(C)cn2)CC1 | -2% | / | / | / | ? | -0.5% | 20% | 0% | -2%
CCc1c(C)sc2c1CCN(C(=O)Nc1ccccc1C(=O)OC)C2c1ccc(OC)cc1 (stereo not drawn) | 2% | / | / | / | / | 0.5% | -1% | 6% | -17%
CC(=O)Nc1ccc(S(=O)(=O)N(C)CC(=O)OCC(=O)NC(C)C23CC4CC(CC(C4)C2)C3)cc1 (stereo not drawn) | -11% | 0.2 | 1% | i | 0% | -0.6%[9.22 µM] | 2% | -9% | 17%
CNC(=O)c1ccc(-n2cccn2)nc1 | -10% | -2.2 | 5% | i | -11% | 1.9% | 0% | -6% | -15%
CCN(CC)S(=O)(=O)c1ccc(N2CCOCC2)c(NC(=O)COc2ccc(OC)cc2)c1 | 11% | -2.3 | 2% | i | 15% | -0.9% | -3% | 6% | 9%

Entries of single compounds from above. Order of values: HepG2 viability, CCT chaperon mod, MmCpn inh, pAkt inh, Nrf2 inh, Nrf2 ARE act, A549 viability, TGFb inhibitor, Abeta rescue
Results for `O=C1C=C(/C=C/C2C=CC=CC2)C[C@@H](c2ccc(Cl)cc2)C1` (stereo partly drawn) : -29%, -1.6, 0%, i, 13%, 8.8%, -2%, ?, 8%
Results for `CCc1c(C)sc2c1CCN(C(=O)Nc1ccccc1C(=O)OC)C2c1ccc(OC)cc1` (stereo not drawn) : 2%, /, /, /, /, 0.5%, -1%, 6%, -17%

Next section
SMILES | HepG2 viability | CCT chaperon mod | MmCpn inh | pAkt inh | Nrf2 inh | Nrf2 ARE act | A549 viability | TGFb inhibitor | Abeta rescue
CCOC(=O)/C=C(C)\C=C\c1c[nH]c2ccccc12 | 3% | -4.5 | -2% | i | 10% | ? | 5% | 0% | 3%
CCCCN1CC(N2CCN(Cc3ccccc3)CC2)CS1(=O)=O (stereo not drawn) | -18% | -2.2 | / | i | / | 0.6% | / | -16% | -1%
CCOc1ccc(CNC(=O)C2CCCN(c3nn4cc(-c5ccc(F)cc5)nc4s3)C2)cc1 (stereo not drawn) | 0% | / | / | / | ? | -0.4% | 4% | ? | -14%
COc1cccc(NC(=O)Cn2cc(C(=O)c3ccco3)c3ccccc32)c1 | -4% | / | / | / | ? | 5.2% | -9% | ? | -4%
COc1ccc2c(CC(=O)NC(Cc3ccc(Cl)cc3)C(=O)O)cc(=O)oc2c1C (stereo not drawn) | -3% | 0.3 | -2% | i | -5% | 0.2% | 10% | 19% | 11%
COc1ccc(CCNC(=O)CN(c2ccccc2OC)S(=O)(=O)c2ccc(C)cc2)cc1 | -11%&-20% | -2.8 | -1% | i | ? | 0.0%&0.4% | 1%&-2% | ? | 9%&5%
COc1ccc(C(NC(=O)C2CCN(Cc3cc(OC)cc(OC)c3)CC2)c2ccccn2)cc1 (stereo not drawn) | -17% | -0.1 | / | i | / | 0.2% | / | -6% | -9%
CC(NC(=O)CCC(=O)Nc1ccccc1O)c1ccccc1 (stereo not drawn) | -15% | -2.2 | / | i | -5% | -0.1% | -2% | -26% | -13%
COc1ccc2ccccc2c1/C=N/NC(=O)c1cccc([N+](=O)[O-])c1 | -1% | 0.4 | -2% | i | -3% | 7.5% | 1% | 92%[activator] | 6%
CCOC(=O)[C@@H]1[C@H]2COc3ccc(Br)cc3[C@H]2N2C(=O)N(c3ccc(C)cc3)C(=O)[C@]12C | 3% | -0.9 | 3% | i | 9% | -0.3% | -1% | 3% | -1%
O=C(O)c1cnn2c(C(F)(F)F)cc(-c3ccco3)nc12 | 7% | 0.9 | -1% | i | 20% | -0.1% | -6% | -26% | 4%
